Screening data as filed in PubChem BioAssay.
Ins promoter up – MIN6 insulin promoter up-regulation. MIN6 insulin promoter-GFP reporter, high-content imaging; active compounds read high. z-score at 5 µM. 0.3% of 190,000 active;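 active = z-score above 3 at 5 µM with at least 500 cells counted in the well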
RSV CPE inhibition – inhibition of RSV-induced cytopathic effect – HEp-2 cells, primary 10 µM value included (AID 2391). HEp-2 cells, RSV-induced CPE inhibition; higher % means a stronger effect. CPE inhibition, % at 10 µM, or IC50 in µM where a hit was titrated. 0.13% of 310,000 active; in the data active = a potency from the dose series; note: strong numbers were not always called active
Large T inhibition – TAg ATPase/helicase activity blockers – biochemical (AID 1903); 0.39% of 310,000 active; SV40 large T antigen ATPase/helicase inhibition assay; higher % means a stronger effect; inhibition, % at 20 µM; hits with a dose series show IC50 in µM; in the data active = a potency from the dose series; note: strong numbers were not always called active
ER stress rescue – protection against thapsigargin-triggered cell killing – 384-well, CSM14.1, ATP luminescence, primary screen (AID 1222) | 190,000 tested, under 10 active | cellular ATP content (survival), % at 20 µM; hits with a dose series show EC50 in µM | CSM14.1 thapsigargin-induced death rescue, ATP luminescence; higher % means a stronger effect;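 active = EC50 below 50 µM in the dose-response confirmation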;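 note: death triggered by thapsigargin at about 15 µM added after 2 h compound pretreatment; cell ATP read after overnight thapsigargin exposure of roughly 18 to 22 hours; normalized against plate controls of thapsigargin alone and 5% DMSO vehicle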
West Nile virus CPE – West Nile virus antiviral activity, cell-based, CPE readout (AID 1621); West Nile virus-infected cells, CPE inhibition; higher % means a stronger effect; 0.02% of 290,000 active; one-dose CPE inhibition, % at 10 µM; IC50 in µM for titrated hits; in the data active = a potency from the dose series; note: strong numbers were not always called active
TNAP activation fold – stimulation of alkaline phosphatase TNAP activity – biochemical, luminescent, no phosphate acceptor, uHTS, primary screen (AID 1001); purified TNAP, luminescent activation assay, no phosphate acceptor; higher activation fold means a stronger effect; activation fold at 20 µM, or EC50 in µM where a hit was titrated; 0.03% of 200,000 active; in the data active = activation fold from about 3, or a potency from the dose series; inactive = the rest, 99 in 100 with activation fold below about 1.6; note: many of its hits are not listed in these tables
Salmonella PhoP GFP – PhoP-dependent GFP reporter repression – Salmonella Typhimurium, primary screen (AID 1863); S. Typhimurium PhoP-regulated promoter GFP reporter, 4 h; higher % means a stronger effect; inhibition, % at 50 µM, or IC50 in µM where a hit was titrated; 0.16% of 300,000 active;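 active = inhibition over 29.93%, a cutoff 3 SD above the screen mean, later confirmed by dose response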;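 note: 0% = low Mg2+ inducing control and 100% = high Mg2+ repressing control; strong numbers were not always called active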
human PMI inhibitors – MPI inhibition at elevated mannose 6-phosphate – biochemical, fluorescence intensity, high mannose 6-phosphate, primary screen (AID 1220); recombinant PMI enzyme, coupled fluorescence intensity; higher % means a stronger effect; inhibition, % at 20 µM, or IC50 in µM where a hit was titrated; 0.66% of 190,000 active
PMI inhibitors – inhibitors of human PMI, primary screen, biochemical, fluorescence intensity, coupled assay (AID 1209) | purified PMI enzyme, coupled fluorescence intensity; higher % means a stronger effect | inhibition, % at 20 µM, or IC50 in µM where a hit was titrated | 0.42% of 190,000 active;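 note: plate controls were DMSO vehicle for no effect and wells lacking substrate for full effect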
Ins promoter up cell count – also measured in Ins promoter up; calls as there; cell count; measured here: cytotoxicity, nuclei count;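 total cells summed across four imaged fields per well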
Starred values were filed as active, the others as inactive; . = no result given. Cut-off read from the data, not from the text of the source, unless noted: active = inhibition above about 50%; inactive = the rest. Not a hit list. Share with any hit: about 1.5%.

item	canonical_smiles	Ins promoter up	West Nile virus CPE	ER stress rescue	Ins promoter up cell count	RSV CPE inhibition
1	CCS(=O)(=O)N1Cc2ccccc2CC1C(=O)OCC(=O)Nc1ccc(C)cc1 (centres undefined)	5*	0.4%	-0.4%	1411*	1.6%
2	CC1CCCN(C(=O)COC(=O)Cc2ccc(Cl)cc2)C1 (centres undefined)	.	-0.6%	.	.	2.0%
3	CNC(=S)N(CCCN(C)C)Cc1cc2cc3c(cc2[nH]c1=O)OCCO3	.	-0.7%	.	.	0.7%
4	COc1cc(/C=N/NC(=O)c2ccncc2)ccc1OCC(=O)Nc1ccccc1	.	-0.3%	.	.	12%
5	O=C(CSc1nc2scc(-c3ccccc3)c2c(=O)[nH]1)N1CCCCC1	-0.06	1.1%	0.1%	1653	-0.9%
6	COCCNC(=O)CN(C(=O)CCC(=O)Nc1cc(C)on1)c1ccccc1C	0.59	-0.2%	-1.2%	1284	1.4%
7	COc1ccc(CN(C(=O)c2cc3ccccc3oc2=O)C2CCCCC2)cc1OC	-0.03	1.2%	-1.8%	1020	5.4%
8	CCOC(=O)N1CCN(C(=O)CSc2nc(-c3cccc(C)c3)ns2)CC1	-0.8	-1.3%	-0.5%	1396	6.0%
9	Clc1ncc(CSc2ccccc2)s1	-0.32	0.2%	-0.7%	1428	1.1%
10	CN(C)S(=O)(=O)c1ccc(C(=O)Nc2ccccc2F)cc1	-0.67	0.2%	-0.6%	940	1.9%
11	COc1ccc(NC(=O)CC(C)c2ccccc2)c([N+](=O)[O-])c1 (centres undefined)	0.1	-1.2%	-4.7%	1401	0.0%
12	COc1ccc(N2CCN(CCNS(=O)(=O)c3cccc4nsnc34)CC2)cc1	-0.03	-0.4%	0.0%	1774	.

item	PMI inhibitors	human PMI inhibitors	TNAP activation fold	Large T inhibition	Salmonella PhoP GFP
1	-16%	-11%	1	9%	-8%
2	.	.	.	8%	-4%
3	.	.	.	19%	3%
4	.	.	.	-1%	-2%
5	-2%	2%	1.1	15%	3%
6	-10%	35%	1.2	17%	12%
7	6%	-2%	1	11%	0%
8	0%	-5%	1	12%	4%
9	0%	-2%	1.1	4%	-5%
10	-1%	-4%	1.1	-8%	5%
11	-4%	-2%	1.1	6%	-2%
12	17%	16%	1.1	24%	3%

The list goes on; it opens with the 2 that closed the last part.
item	canonical_smiles	Ins promoter up	West Nile virus CPE	ER stress rescue	Ins promoter up cell count	RSV CPE inhibition
11	COc1ccc(NC(=O)CC(C)c2ccccc2)c([N+](=O)[O-])c1 (centres undefined)	0.1	-1.2%	-4.7%	1401	0.0%
12	COc1ccc(N2CCN(CCNS(=O)(=O)c3cccc4nsnc34)CC2)cc1	-0.03	-0.4%	0.0%	1774	.
13	COc1cc(/C=C(/NC(=O)c2ccccc2Cl)C(=O)O)cc(OC)c1OC	-0.5	-0.1%	-3.1%	1547	0.2%
14	Clc1ccccc1CNCC1CCCO1 (centres undefined)	.	-0.4%	.	.	-1.2%
15	CN(C)CCN(CC1CCCN(Cc2ccccc2F)C1)C(=O)c1ccc(F)cc1 (centres undefined)	.	-0.5%	.	.	-0.4%
16	CS(=O)(=O)N1CCc2cc(S(=O)(=O)N3CCCCC3)ccc21	-1.1	0.1%	-0.6%	1178	0.4%
17	Cc1ccc(/C=C/C(=O)c2ccc(N3CCOCC3)cc2)s1	0.05	-0.3%	-1.5%	1108	7.0%
18	CC(C)Nc1nc(NNc2nc(Cl)nc(NC(C)(C)C)n2)nc(NC(C)C)n1	-0.04	-0.5%	.	1380	.
19	CCC1CN(C(=O)NCc2ccc(F)cc2)c2ccccc2O1 (centres undefined)	.	-1.0%	.	.	0.4%
20	O=S(=O)(Nc1nc2ccccc2s1)c1ccc(Cl)nc1	0.3	-0.7%	.	1398	2.1%
21	COc1cc(Cl)cc(NC(=O)CCN2CCN(C)CC2)c1	0.55	1.3%	1.3%	1319	-2.4%
22	Clc1ccccc1/C=C/c1nc(-c2cccnc2)no1	-0.65	-0.1%	.	1204	0.6%
23	CCCOc1ccc(NC(=O)C2CC(=O)N/C(=N/N=C(C)/C=C/c3ccc(N(C)C)cc3)S2)cc1 (centres undefined)	0.32	-0.3%	-1.8%	1294	17%
24	C=CCC(C(=O)OC)(C(=O)OC)c1ccc(C(F)(F)F)cc1[N+](=O)[O-]	.	1.0%	1.4%	.	-1.2%

item	PMI inhibitors	human PMI inhibitors	TNAP activation fold	Large T inhibition	Salmonella PhoP GFP
11	-4%	-2%	1.1	6%	-2%
12	17%	16%	1.1	24%	3%
13	-2%	5%	1.1	3%	5%
14	.	.	.	-5%	5%
15	.	.	.	1%	-9%
16	-14%	-12%	1	11%	-1%
17	-8%	-8%	1	-6%	-11%
18	.	.	.	9%	23%
19	.	.	.	19%	5%
20	.	.	.	4%	-2%
21	-8%	-11%	1.1	8%	-1%
22	.	.	.	12%	-1%
23	6%	15%	1.2	4%	28%
24	-8%	-7%	1	1%	1%

Following part
item	canonical_smiles	Ins promoter up	West Nile virus CPE	ER stress rescue	Ins promoter up cell count	RSV CPE inhibition
25	CCOC(=O)[C@@H]1[C@H]2COc3ccccc3[C@@H]2N2C(=O)N(c3ccc(F)cc3)C(=O)[C@]12C	.	-0.4%	.	.	0.7%
26	Cn1cc(CNC(=O)c2cc(-c3ccc(Br)cc3)nc3ccccc23)cn1	-0.37	-0.5%	-2.7%	1230	2.9%
27	C/C(=C\c1ccc(Cl)cc1)C(=O)c1c(C)cc(C)[nH]c1=O	.	-0.6%	.	.	2.2%
28	COC(=O)c1cc(NC(=O)CN(C)Cc2ccccc2)cc(C(=O)OC)c1	0.28	-0.1%	.	1402	-0.8%
29	O=C(Nc1nnc(C(F)(F)F)s1)c1ccc(N2C(=O)C3C4C=CC(C4)C3C2=O)cc1 (centres undefined)	-0.37	-0.1%	-1.1%	1004	-3.0%
30	COc1ccc(OC)c(C(=O)c2c(C)oc3cc([N+](=O)[O-])c(O)c([N+](=O)[O-])c23)c1	0.25	0.7%	.	1320	0.2%
31	COc1ccc(-n2c(=O)c3ccccc3n(CC(=O)c3ccccc3)c2=O)cc1OC	0.35	-0.7%	-0.6%	1164	2.4%
32	CCN(CC)Cc1c(C(=O)N/N=C/c2cccc3ccccc23)nnn1-c1nonc1N	.	0.6%	.	.	0.8%
33	Nc1cnccc1C(=O)O	0.61	1.0%	.	1214	-0.1%
34	Cn1ccnc1SCC(=O)Nc1cccc(S(=O)(=O)N2CCCCC2)c1	-0.51	-0.7%	0.4%	1535	5.1%
35	Cc1csc(NC(=O)c2cc3c(s2)-c2ccccc2OC3)n1	.	-0.1%	.	.	8.2%
36	CCCc1nnc(NC(=O)CCC(=O)N2CCC(C)CC2)s1	.	-0.3%	.	.	0.4%

item	PMI inhibitors	human PMI inhibitors	TNAP activation fold	Large T inhibition	Salmonella PhoP GFP
25	.	.	.	12%	-5%
26	9%	4%	1.1	11%	-8%
27	.	.	.	9%	7%
28	.	.	.	13%	-12%
29	-11%	-6%	1.1	18%	-2%
30	.	.	.	17%	9%
31	10%	8%	1	12%	-6%
32	.	.	.	9%	-2%
33	35%	64%*	1.1	16%	-7%
34	-5%	-12%	1.2	3%	5%
35	1%	0%	1	3%	-10%
36	.	.	.	17%	-6%

Full records, looked up by structure:
Profile of `CCN(CC)Cc1c(C(=O)N/N=C/c2cccc3ccccc23)nnn1-c1nonc1N` : Ins promoter up = .; West Nile virus CPE = 0.6%; ER stress rescue = .; Ins promoter up cell count = .; RSV CPE inhibition = 0.8%; PMI inhibitors = .; human PMI inhibitors = .; TNAP activation fold = .; Large T inhibition = 9%; Salmonella PhoP GFP = -2%
Profile of `O=C(Nc1nnc(C(F)(F)F)s1)c1ccc(N2C(=O)C3C4C=CC(C4)C3C2=O)cc1` (centres undefined) : Ins promoter up = -0.37; West Nile virus CPE = -0.1%; ER stress rescue = -1.1%; Ins promoter up cell count = 1004; RSV CPE inhibition = -3.0%; PMI inhibitors = -11%; human PMI inhibitors = -6%; TNAP activation fold = 1.1; Large T inhibition = 18%; Salmonella PhoP GFP = -2%

Among those listed so far, these contain a COOH group:
item	canonical_smiles	Ins promoter up	West Nile virus CPE	ER stress rescue	Ins promoter up cell count	RSV CPE inhibition
13	COc1cc(/C=C(/NC(=O)c2ccccc2Cl)C(=O)O)cc(OC)c1OC	-0.5	-0.1%	-3.1%	1547	0.2%
33	Nc1cnccc1C(=O)O	0.61	1.0%	.	1214	-0.1%

item	PMI inhibitors	human PMI inhibitors	TNAP activation fold	Large T inhibition	Salmonella PhoP GFP
13	-2%	5%	1.1	3%	5%
33	35%	64%*	1.1	16%	-7%

New compounds follow
item	canonical_smiles	Ins promoter up	West Nile virus CPE	ER stress rescue	Ins promoter up cell count	RSV CPE inhibition
37	CC1=C(C(N)=O)C(c2ccc3c(c2)OCO3)n2nc(-c3cccc(C)c3)nc2N1 (centres undefined)	.	0.7%	.	.	-0.8%
38	CC(C)c1ccc(/C=C/C2=NNC(=O)CC2)cc1	-1.8	-0.6%	-1.5%	1016	-2.4%
39	O=C(CCCNC(=O)/C(=C/c1ccc(Br)cc1)NC(=O)c1ccccc1)OCc1ccccc1	0.1	-1.0%	5.5%	1587	1.4%
40	S=C(Nc1ccc(Br)cc1Cl)N1CCCC1	.	-0.3%	.	.	0.0%
41	CCc1c(C)[nH]c2ccccc2c1=O	-0.28	-0.4%	1.1%	1077	1.1%
42	COCCOC1CCN(Cc2cn(Cc3ccccc3)nc2-c2cc3ccccc3o2)CC1	.	-1.3%	-1.1%	.	-0.8%
43	C=CCN(CC=C)CC(=O)Nc1cccc(Oc2cnccn2)c1	.	-1.4%	.	.	2.1%
44	Cc1oc(C(=O)O)cc1CSCc1ccoc1C(=O)O	.	0.3%	2.2%	.	-0.3%
45	COc1cccc(-n2ccnc2SCC(=O)N2CCCc3ccccc32)c1	-0.19	-0.9%	1.0%	1538	2.8%
46	COc1ccc(S(=O)(=O)N2CCC(C(N)=O)(N3CCCCC3)CC2)cc1	-0.05	-0.1%	-1.4%	908	0.9%
47	CCOC(=O)N1CCN(C(=O)CSc2nnc(C3COc4ccccc4O3)o2)CC1 (centres undefined)	0.21	-0.4%	1.8%	949	0.5%
48	O=C(N/N=C/c1cccc(Br)c1)c1ccc(N2CCCC2=O)cc1	.	-0.9%	.	.	0.9%
49	O=C1C=C(Nc2ccc(O)cc2)C(=O)c2ccccc21	-1.1	-0.3%	.	966	-0.3%

item	PMI inhibitors	human PMI inhibitors	TNAP activation fold	Large T inhibition	Salmonella PhoP GFP
37	.	.	.	4%	0%
38	-12%	-13%	1.1	-3%	6%
39	11%	9%	0.9	10%	18%
40	.	.	.	8%	-4%
41	-5%	-4%	1.1	-4%	8%
42	.	.	1	17%	-2%
43	.	.	.	7%	-4%
44	1%	2%	1.1	25%	0%
45	12%	4%	1.1	21%	-8%
46	-6%	-7%	1.2	9%	-1%
47	-3%	-6%	1	-1%	12%
48	.	.	.	8%	-9%
49	.	.	.	29%	-4%
